Jurkat NFkB inh = inhibitors of induced NF-kB luciferase reporter, primary screen, TCR NF-kB activation inhibitor project, cell-based, luminescence, uHTS; AID 435003, 2010; Jurkat, PMA/ionomycin-induced NF-kB luciferase reporter; 0.53% of 330,000 active; inhibition, % at 4 µM; in the data active = inhibition above about 50%
CXCR6 block = CXCR6 receptor inhibitors, primary screen, cell-based, beta-arrestin, luminescence, CHO-K1 PathHunter, 1536-well | C-X-C chemokine receptor type 6 (Homo sapiens), O00574 | inhibition, % at 20 µM | 0.36% of 360,000 active; in the data active = inhibition above about 34%, passing the limit was not always enough;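 also: antagonist mode with CXCL16 agonist at 10 nM final; 0% = 10 nM CXCL16 with DMSO and 100% = unstimulated wells without agonist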
Gli-Sufu antag = Gli-Sufu pathway antagonists, primary screen, luciferase luminescence, Sufu-KO-LIGHT cells, uHTS; Sufu-KO-LIGHT fibroblasts, Gli luciferase reporter luminescence; inhibition, % at 5 µM; 0.74% of 340,000 active;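 active = inhibition above about 55%, limit read from the data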;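 also: 0% = DMSO-treated cells and 100% = wells with medium but no cells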
697 NFkB inh = inhibitors of PMA/ionomycin-induced NF-kB reporter, 697 cells, primary screen, B-cell NF-kB inhibitor project, cell-based, luminescence, uHTS; 697 B-cell NF-kB luciferase reporter, 16 h; inhibition, % at 4 µM; 0.33% of 330,000 active; AID 435022, 2010; in the data active = inhibition above about 35%
APJ antag = antagonists of human apelin receptor APJ, primary screen, CHO-K1 cells, beta-arrestin complementation, luminescence; inhibition, % at 20 µM; 0.32% of 330,000 active; AID 2521, 2010;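 active = inhibition above about 40% at 20 µM, limit read from the data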;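 also: cells challenged with 10 nM apelin-13 agonist together with compound; plate controls were apelin-13 plus DMSO wells for no effect and DMSO wells lacking apelin-13 for full effect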
Target sequence (P35414 whole entry, looked up): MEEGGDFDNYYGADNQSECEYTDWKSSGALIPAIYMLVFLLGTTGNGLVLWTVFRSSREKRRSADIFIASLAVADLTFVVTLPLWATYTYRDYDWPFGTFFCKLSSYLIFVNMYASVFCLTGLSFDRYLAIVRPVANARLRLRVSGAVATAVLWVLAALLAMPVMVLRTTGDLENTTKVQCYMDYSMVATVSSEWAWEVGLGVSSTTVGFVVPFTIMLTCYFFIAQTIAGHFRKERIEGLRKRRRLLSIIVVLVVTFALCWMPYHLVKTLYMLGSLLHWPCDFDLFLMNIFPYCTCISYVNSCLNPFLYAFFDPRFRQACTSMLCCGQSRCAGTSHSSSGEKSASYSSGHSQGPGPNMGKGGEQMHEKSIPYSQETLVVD
UBC13 polyUb = UBC13 polyubiquitin chain formation inhibitors, primary screen, biochemical, TR-FRET, uHTS; Ubiquitin-conjugating enzyme E2 N (Homo sapiens), P61088; inhibition, % at 20 µM; 0.47% of 330,000 active; AID 485273, 2010; in the data active = inhibition above about 45%, passing the limit was not always enough
Target sequence (P61088 whole entry, looked up): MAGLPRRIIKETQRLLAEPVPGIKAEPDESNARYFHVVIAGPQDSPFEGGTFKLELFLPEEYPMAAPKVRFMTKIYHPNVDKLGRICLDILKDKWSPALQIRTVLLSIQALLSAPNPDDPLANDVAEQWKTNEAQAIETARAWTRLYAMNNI
EBI2 block = EBI2 receptor antagonists, beta-arrestin recruitment, primary screen, cell-based, luminescence, 7a,25-OHC stimulation, uHTS; G-protein coupled receptor 183 (Homo sapiens), P32249; 7a,25-OHC stimulated; inhibition, % at 5 µM; 0.81% of 360,000 active; AID 651636, 2012; in the data active = inhibition above about 38%;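 also: enzyme fragment complementation signal reports receptor beta-arrestin coupling in cells; 0% = agonist plus DMSO wells and 100% = wells without agonist; some results beyond the cut were filed as inactive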
Target sequence (P32249 whole entry, looked up, the tested form may be a part): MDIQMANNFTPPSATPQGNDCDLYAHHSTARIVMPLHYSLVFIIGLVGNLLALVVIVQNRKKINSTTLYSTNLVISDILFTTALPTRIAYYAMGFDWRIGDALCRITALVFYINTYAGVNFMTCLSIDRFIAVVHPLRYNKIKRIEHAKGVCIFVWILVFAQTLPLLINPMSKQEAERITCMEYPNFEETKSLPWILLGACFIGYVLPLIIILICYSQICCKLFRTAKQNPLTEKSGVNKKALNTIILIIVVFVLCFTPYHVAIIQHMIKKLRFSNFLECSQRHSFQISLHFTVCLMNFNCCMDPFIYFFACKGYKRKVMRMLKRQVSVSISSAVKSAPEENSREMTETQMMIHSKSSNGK
CCR6 antagonist = CCR6 receptor antagonists, primary screen, cell-based, CHO-K1, luminescence, beta-arrestin, uHTS | C-C chemokine receptor type 6 (Homo sapiens), P51684 | CHO-K1 CCR6 PathHunter beta-arrestin, CCL20-stimulated | inhibition, % at 20 µM | 0.49% of 340,000 active | AID 493098, 2011;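 active = compounds whose inhibition of the agonist-driven luminescence signal at 20 µM reaches about 50%, limit read from the data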;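 also: cells stimulated with CCL20 at 14 nM final; plate controls were DMSO with CCL20 for no effect and DMSO without agonist for full effect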
* hit, by the source's call. Random draw from the library; about 3% have a hit in one of these screens.

How did COc1ccc(NC(=O)N2CCCC2C(=O)NC23CC4CC(CC(C4)C2)C3)cc1 (stereo unspecified) do in these assays?
Jurkat NFkB inh: -12; CXCR6 block: -6; Gli-Sufu antag: -2; 697 NFkB inh: 1; APJ antag: 19; UBC13 polyUb: -7; EBI2 block: 1; CCR6 antagonist: 7

Results for CC(C)(C)OC(=O)C[C@@H]1C/C=C\C[C@H](CC(=O)NCCO)C(=O)NC[C@H](c2ccccc2)OC1=O ?
Jurkat NFkB inh: -5; CXCR6 block: -4; Gli-Sufu antag: -2; 697 NFkB inh: -7; APJ antag: 6; UBC13 polyUb: 5; EBI2 block: -16; CCR6 antagonist: 5

What do the screens show for `COc1cc(C(=O)NC(=S)Nc2ccc(Cl)cn2)cc(OC)c1OC`?
Jurkat NFkB inh: 2; CXCR6 block: 13; Gli-Sufu antag: 17; 697 NFkB inh: -14; APJ antag: 19; UBC13 polyUb: -1; EBI2 block: -5; CCR6 antagonist: 32

How did O=C(OCC(=O)N(CCc1ccccc1)Cc1ccccc1)c1cccc(O)c1 do in these assays?
Jurkat NFkB inh: -7; CXCR6 block: 0; Gli-Sufu antag: -1; 697 NFkB inh: 2; APJ antag: 14; UBC13 polyUb: 5; EBI2 block: 5; CCR6 antagonist: 14

How did O=c1cc(N2CCOCC2)[nH]c(=O)n1-c1ccc(Br)cc1 do in these assays?
Jurkat NFkB inh: 1; CXCR6 block: -1; Gli-Sufu antag: -1; 697 NFkB inh: 7; APJ antag: -77; UBC13 polyUb: -4; EBI2 block: -5; CCR6 antagonist: -19

Results for CN(C(=O)CSc1nnc(-c2ccccc2)n1C)C1CCS(=O)(=O)C1 (stereo unspecified) ?
Jurkat NFkB inh: 7; CXCR6 block: -9; Gli-Sufu antag: -3; 697 NFkB inh: 13; APJ antag: -24; UBC13 polyUb: 11; EBI2 block: -6; CCR6 antagonist: 4

Results for CCOc1ccc(OCC(O)CN2CCN(S(=O)(=O)c3cccc(C(F)(F)F)c3)CC2)cc1 (stereo unspecified) ?
CXCR6 block: -5; Gli-Sufu antag: 20; EBI2 block: 77*; CCR6 antagonist: 1

Results for C/C(=N\OCC(=O)Nc1ccc(Br)cc1)c1cccs1 ?
Jurkat NFkB inh: 9; CXCR6 block: -8; Gli-Sufu antag: 0; 697 NFkB inh: 4; APJ antag: -11; UBC13 polyUb: -1; EBI2 block: -6; CCR6 antagonist: 4

How did OCCN1CCN(CCOc2ccccc2-c2ccccc2)CC1 do in these assays?
Jurkat NFkB inh: 2; CXCR6 block: 0; Gli-Sufu antag: -4; 697 NFkB inh: 0; APJ antag: -1; UBC13 polyUb: 8; EBI2 block: -14; CCR6 antagonist: -14

What do the screens show for `COc1cc2oc(=O)ccc2cc1[C@H](O)[C@@H](O)C(C)(C)O`?
Jurkat NFkB inh: -6; CXCR6 block: -6; Gli-Sufu antag: -6; 697 NFkB inh: -1; APJ antag: 1; UBC13 polyUb: 14; EBI2 block: -8; CCR6 antagonist: 2

Results for COc1cccc(CCNC(=O)CCc2nnc(-c3cc(C)oc3C)o2)c1 ?
Jurkat NFkB inh: 1; CXCR6 block: 4; Gli-Sufu antag: 20; 697 NFkB inh: 12; APJ antag: -7; UBC13 polyUb: -4; EBI2 block: 3; CCR6 antagonist: 16

What do the screens show for `Cc1cccc(N2CC(O)(c3cccs3)[N+]3=C2CCCC3)c1` (stereo unspecified)?
Jurkat NFkB inh: 0; CXCR6 block: 3; Gli-Sufu antag: 27; 697 NFkB inh: 2; APJ antag: 2; UBC13 polyUb: 26; EBI2 block: -1; CCR6 antagonist: 1

What do the screens show for `Cc1ccnc(SCCn2c(N3CC(C)OC(C)C3)nc3c2c(=O)n(C)c(=O)n3C)n1` (stereo unspecified)?
Jurkat NFkB inh: 6; CXCR6 block: -8; Gli-Sufu antag: 8; 697 NFkB inh: 16; APJ antag: 1; UBC13 polyUb: 12; EBI2 block: 0; CCR6 antagonist: 7

What do the screens show for `CC(CCn1cccn1)NC(=O)c1cc(COc2ccc(F)cc2F)on1` (stereo unspecified)?
Jurkat NFkB inh: 0; CXCR6 block: -1; Gli-Sufu antag: -4; 697 NFkB inh: 15; APJ antag: 0; UBC13 polyUb: 3; EBI2 block: -1; CCR6 antagonist: -15

Results for O=C(O)/C=C/C(=O)NC1CCC(CC2CCC(NC(=O)/C=C/C(=O)O)CC2)CC1 (stereo unspecified) ?
Jurkat NFkB inh: -34; CXCR6 block: -3; Gli-Sufu antag: -1; 697 NFkB inh: 1; APJ antag: 7; UBC13 polyUb: -1; EBI2 block: -6; CCR6 antagonist: 10

What do the screens show for `CN(CC(=O)NCCc1ccccc1)S(=O)(=O)c1cccc2nsnc12`?
Jurkat NFkB inh: 11; CXCR6 block: -1; Gli-Sufu antag: 3; 697 NFkB inh: -10; APJ antag: 1; UBC13 polyUb: -16; EBI2 block: 2; CCR6 antagonist: -2

How did N/C(=N\OC(=O)COc1ccc2ccccc2c1Br)c1ccncc1 do in these assays?
Jurkat NFkB inh: -20; 697 NFkB inh: -22; APJ antag: -13; UBC13 polyUb: -31

Results for C=CCN(CC=C)C(=O)c1ccccc1NC(=O)c1ccccc1C ?
Jurkat NFkB inh: -16; CXCR6 block: 1; Gli-Sufu antag: -3; 697 NFkB inh: -25; APJ antag: -8; UBC13 polyUb: -7; EBI2 block: 3; CCR6 antagonist: 6

What do the screens show for `N#Cc1c(-c2ccccc2)cc(C2CC2)nc1SCC(=O)c1cccs1`?
CXCR6 block: -20; Gli-Sufu antag: 11; EBI2 block: 10; CCR6 antagonist: 6

How did CCOC(=O)/C(C#N)=C1/C=Nc2ccccc2N1 do in these assays?
Jurkat NFkB inh: -8; CXCR6 block: 2; Gli-Sufu antag: 0; 697 NFkB inh: 8; APJ antag: 18; UBC13 polyUb: -12; EBI2 block: -6; CCR6 antagonist: 23

Sorted by count of non-hydrogen atoms (smallest number first): part of the list above
What do the screens show for `CN(CC(=O)NCCc1ccccc1)S(=O)(=O)c1cccc2nsnc12`?
Jurkat NFkB inh: 11; CXCR6 block: -1; Gli-Sufu antag: 3; 697 NFkB inh: -10; APJ antag: 1; UBC13 polyUb: -16; EBI2 block: 2; CCR6 antagonist: -2

What do the screens show for `CC(CCn1cccn1)NC(=O)c1cc(COc2ccc(F)cc2F)on1` (stereo unspecified)?
Jurkat NFkB inh: 0; CXCR6 block: -1; Gli-Sufu antag: -4; 697 NFkB inh: 15; APJ antag: 0; UBC13 polyUb: 3; EBI2 block: -1; CCR6 antagonist: -15

What do the screens show for `Cc1ccnc(SCCn2c(N3CC(C)OC(C)C3)nc3c2c(=O)n(C)c(=O)n3C)n1` (stereo unspecified)?
Jurkat NFkB inh: 6; CXCR6 block: -8; Gli-Sufu antag: 8; 697 NFkB inh: 16; APJ antag: 1; UBC13 polyUb: 12; EBI2 block: 0; CCR6 antagonist: 7

Following part:
Results for COc1ccccc1OCCNC(=O)C1CC(=O)N(Cc2ccccc2)C1 (stereo unspecified) ?
Jurkat NFkB inh: -12; CXCR6 block: 7; Gli-Sufu antag: 4; 697 NFkB inh: 5; APJ antag: 1; UBC13 polyUb: 11; EBI2 block: 2; CCR6 antagonist: -2

Results for FC(F)(F)c1ccc(Cl)c(-n2c(Cc3cccs3)n[nH]c2=S)c1 ?
Jurkat NFkB inh: 5; CXCR6 block: -4; Gli-Sufu antag: 9; 697 NFkB inh: -16; APJ antag: 16; UBC13 polyUb: -2; EBI2 block: -3; CCR6 antagonist: -4

Results for COC(=O)c1ccc(NC(=O)C2CCCO2)cc1 (stereo unspecified) ?
Jurkat NFkB inh: -12; CXCR6 block: 1; Gli-Sufu antag: -14; 697 NFkB inh: -9; APJ antag: 14; UBC13 polyUb: 0; EBI2 block: -11; CCR6 antagonist: -2

How did Cc1ccc(NC2=NC(c3ccc(F)cc3)n3c(nc(C)cc3=O)N2)cc1 (stereo unspecified) do in these assays?
Jurkat NFkB inh: 20; CXCR6 block: 7; Gli-Sufu antag: -5; 697 NFkB inh: 22; APJ antag: 13; UBC13 polyUb: 8; EBI2 block: 7; CCR6 antagonist: 12

How did Cc1nn(CC(=O)NCc2ccc(OC(C)C)cc2)c(=O)c2cc(-c3ccccc3)nn12 do in these assays?
Jurkat NFkB inh: 15; CXCR6 block: 6; Gli-Sufu antag: -3; 697 NFkB inh: -1; APJ antag: -8; UBC13 polyUb: -5; EBI2 block: 3; CCR6 antagonist: 7

What do the screens show for `CCc1cccc(Oc2nn[nH]n2)c1`?
Jurkat NFkB inh: -17; CXCR6 block: 6; Gli-Sufu antag: 3; 697 NFkB inh: 3; APJ antag: 9; UBC13 polyUb: -1; EBI2 block: -7; CCR6 antagonist: -9

What do the screens show for `COc1ccc(S(=O)(=O)N2CCCCC2)cc1NC(=O)c1ccco1`?
Jurkat NFkB inh: -7; CXCR6 block: 4; Gli-Sufu antag: 5; 697 NFkB inh: -69; APJ antag: -39; UBC13 polyUb: 3; EBI2 block: -7; CCR6 antagonist: -7

What do the screens show for `COc1ccc(C2c3c(oc4ccccc4c3=O)C(=O)N2c2ccccn2)cc1OC` (stereo unspecified)?
Jurkat NFkB inh: -7; CXCR6 block: 3; Gli-Sufu antag: 2; 697 NFkB inh: 1; APJ antag: 17; UBC13 polyUb: -1; EBI2 block: 0; CCR6 antagonist: 3

What do the screens show for `CN1C(=O)C(C)(C)c2cc(S(=O)(=O)N3CCCC3C(=O)NCc3ccccc3Cl)ccc21` (stereo unspecified)?
Jurkat NFkB inh: 4; CXCR6 block: 0; Gli-Sufu antag: 6; 697 NFkB inh: 9; APJ antag: 16; UBC13 polyUb: 4; EBI2 block: -10; CCR6 antagonist: -12

How did COc1ccc(C(CNC(=O)c2cccc(NS(=O)(=O)c3ccc(C)c(F)c3)c2)N2CCCC2)cc1 (stereo unspecified) do in these assays?
Jurkat NFkB inh: 20; CXCR6 block: 0; Gli-Sufu antag: 19; 697 NFkB inh: 15; APJ antag: 2; UBC13 polyUb: 56*; EBI2 block: 15; CCR6 antagonist: 19

Results for O=C(O)/C=C/C(=O)NCCC1=CCCCC1 ?
Jurkat NFkB inh: 7; CXCR6 block: 5; Gli-Sufu antag: -3; 697 NFkB inh: -2; APJ antag: 16; UBC13 polyUb: 3; EBI2 block: -6; CCR6 antagonist: -3

What do the screens show for `Cc1cc(C)c2c(c1)cc(C)c1nnc(SCC(=O)Nc3ccccc3N3CCOCC3)n12`?
Jurkat NFkB inh: 8; CXCR6 block: 14; Gli-Sufu antag: 10; 697 NFkB inh: 3; APJ antag: 8; UBC13 polyUb: 8; EBI2 block: 3; CCR6 antagonist: 5

How did COc1ccc(-c2cnnn2-c2ccc(NC(=O)c3ccc(S(=O)(=O)N4CCCCC4)cc3)cc2)cc1OC do in these assays?
Jurkat NFkB inh: 18; CXCR6 block: 8; Gli-Sufu antag: 2; 697 NFkB inh: -14; APJ antag: 2; UBC13 polyUb: -8; EBI2 block: -4; CCR6 antagonist: 13

Results for COC(=O)CN=Cc1c(C)[nH]n(-c2ccccc2)c1=O ?
Jurkat NFkB inh: -9; CXCR6 block: -5; Gli-Sufu antag: 26; 697 NFkB inh: 5; APJ antag: -13; UBC13 polyUb: 3; EBI2 block: -1; CCR6 antagonist: 17

How did O=C(COc1ccc(Cl)cc1)NNC(=O)CSc1nncs1 do in these assays?
Jurkat NFkB inh: -3; CXCR6 block: 11; Gli-Sufu antag: -1; 697 NFkB inh: 2; APJ antag: 11; UBC13 polyUb: -4; EBI2 block: 14; CCR6 antagonist: 6

Results for Cc1cc(NC(=O)COC(=O)c2ccc([N+](=O)[O-])cc2Cl)no1 ?
Jurkat NFkB inh: -12; CXCR6 block: -20; Gli-Sufu antag: -11; 697 NFkB inh: 2; APJ antag: -173; UBC13 polyUb: -12; EBI2 block: -29; CCR6 antagonist: -11

What do the screens show for `CC(=O)Nc1ccc(S(=O)(=O)NCCC(=O)OCC(=O)c2cccc(Br)c2)cc1`?
Jurkat NFkB inh: -6; CXCR6 block: 11; Gli-Sufu antag: -12; 697 NFkB inh: 16; APJ antag: 26; UBC13 polyUb: 2; EBI2 block: -2; CCR6 antagonist: 18
